High-throughput results as filed in PubChem BioAssay.
GLD-1 RNA inh = GLD-1-TGE RNA interaction inhibition (C. elegans); inhibition, % at 5.96 µM; Q17339; AID 2280; purified GLD-1 + fluorescein TGE RNA, fluorescence polarization; hit rate 0.44% among 320,000;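 active = percent inhibition above a per-plate cutoff, the plate mean of test compounds plus 3 SD, cut at about 30% in these data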;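 note: 0% = DMSO wells with GLD-1 and probe and 100% = wells lacking GLD-1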
CIT2 TOR yeast = alters CIT2-GFP fluorescence in TOR pathway yeast screen; S. cerevisiae CIT2-GFP strain, flow cytometry, 3 h; 100 means same as DMSO wells; AID 2029; hit rate 0.065% among 320,000; GFP response vs DMSO, % at 10 µM;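 active = GFP response relative to DMSO above a set limit, near the screen mean plus 3 SD, cut at about 150% in these data; inconclusive = Fewer than 70 cells measured for a yeast strain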;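 note: ratio of well median GFP fluorescence to mean of DMSO wells on the plate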
Bcl-xL primary = blocks human Bcl-xL binding to Bim BH3 peptide | inhibition, % at 10.9 µM | hit rate 0.7% among 320,000 | GST-Bcl-xL / FITC-Bim BH3 peptide fluorescence polarization | Q07817;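 active = inhibition above the mean of all tested compounds plus 3 SD, cutoff set per campaign, cut at about 30% in these data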;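 note: 0% = DMSO wells and 100% = unlabeled Bim-BH3 peptide competitor; inhibitors lower millipolarization by displacing the labeled peptide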
Target sequence (Q07817 whole entry, looked up): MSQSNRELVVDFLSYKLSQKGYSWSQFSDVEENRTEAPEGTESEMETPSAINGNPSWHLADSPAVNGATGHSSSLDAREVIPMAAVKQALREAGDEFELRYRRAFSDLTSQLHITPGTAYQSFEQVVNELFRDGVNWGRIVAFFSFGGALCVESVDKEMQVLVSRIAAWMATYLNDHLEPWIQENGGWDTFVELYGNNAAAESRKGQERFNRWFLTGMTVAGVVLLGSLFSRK
MEX-5 binding = C. elegans MEX-5 TCR-2 RNA binding activity; activity score (negative = inhibition of binding), % at 10 µM; Q9XUB2; hit rate 0.38% among 300,000; MEX-5/FITC-TCR2 RNA binding, fluorescence polarization; hits give low values;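 active = inhibition past about -25% in most replicates, and total fluorescence under double the plate's negative control median, limit read from the data; inconclusive = replicates evenly split on the limit, or fluorescence at least double controls; inactive = too little inhibition in most replicates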;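 note: 0% = DMSO and -100% = 5 µM competing unlabeled TCR2 RNA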
Target sequence (Q9XUB2 whole entry, looked up): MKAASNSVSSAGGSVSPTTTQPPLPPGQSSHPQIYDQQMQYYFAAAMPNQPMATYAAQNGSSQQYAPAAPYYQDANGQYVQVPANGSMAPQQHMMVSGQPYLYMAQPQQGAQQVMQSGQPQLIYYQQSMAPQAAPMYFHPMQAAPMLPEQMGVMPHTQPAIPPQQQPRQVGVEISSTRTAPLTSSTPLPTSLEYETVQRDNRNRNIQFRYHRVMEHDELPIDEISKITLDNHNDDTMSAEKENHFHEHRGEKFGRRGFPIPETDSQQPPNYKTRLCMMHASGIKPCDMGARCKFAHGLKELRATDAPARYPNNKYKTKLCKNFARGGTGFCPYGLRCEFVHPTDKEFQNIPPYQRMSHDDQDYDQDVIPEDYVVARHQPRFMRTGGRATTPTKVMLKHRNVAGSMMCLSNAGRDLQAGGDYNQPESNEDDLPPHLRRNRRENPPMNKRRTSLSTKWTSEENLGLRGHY
VLA-4 inh = inhibition in a human VLA-4 binding assay; hit rate 0.2% among 330,000; VLA-4 expressing cells, ligand binding flow cytometry; inhibition, % (about 7 µM as worked out from the volumes in the protocol); P13612; in the data active = inhibition above about 50%
AGP1-GFP MLPCN = modulators of TOR pathway AGP1-GFP in S. cerevisiae | S. cerevisiae AGP1-GFP multiplex flow cytometry, 3 h; GFP as percent of DMSO wells | GFP response vs DMSO, % at 10 µM | hit rate 0.02% among 320,000 | AID 2066;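 active = GFP response relative to DMSO above a set limit, near screen average plus 3 SD, cut at about 150% in these data; inconclusive = fewer than 70 cells counted for the yeast strain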;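 note: median GFP channel fluorescence of the gated AGP1 strain per well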
MCL1 BIM primary = MCL1-BIM-BH3 interaction inhibition (human); Q07820; GST-MCL1 / FITC-Bim-BH3 fluorescence polarization; inhibition, % at 10.9 µM; hit rate 0.68% among 320,000; AID 2057;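 active = inhibition above the mean inhibition of all tested compounds plus 3 SD, set per campaign, cut at about 40% in these data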;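 note: 0% = DMSO wells and 100% = unlabeled Bim-BH3 peptide control; higher means more loss of mP so more displacement of Bim peptide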
Yeast superoxide = yeast age-related superoxide inhibition as caloric restriction mimetic; S. cerevisiae aged cells, superoxide DHE fluorescence; hits give low values; superoxide response (% of plate mean), % at 10 µM; hit rate 0.18% among 330,000; AID 2690;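 active = superoxide response under a set limit, about three screen SD below normal, cut at about 65% in these data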;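 note: yeast aged for seven days with compound at 30 °C before DHE staining; 100% = average MFI of all compound-treated wells on the plate with controls excluded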
GRK2 inh = human GRK2 inhibition via aptamer displacement. P25098. bead flow cytometry, FAM-aptamer displacement from GRK2. inhibition of aptamer binding, % at 10 µM. hit rate 0.59% among 330,000. AID 488847;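 active = inhibition of aptamer binding above 40%, roughly 3 SD of noise, on plates passing a quality check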;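 note: median bead fluorescence of bound FAM aptamer so fluorescent compounds give negative values; no value below 0 was filed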
* = called active by the depositor; ? = inconclusive; nt = no result given.

Results follow in this order: GRK2 inh	Yeast superoxide	VLA-4 inh	MCL1 BIM primary	MEX-5 binding	Bcl-xL primary	CIT2 TOR yeast	AGP1-GFP MLPCN	GLD-1 RNA inh
1: COc1ccc(Cl)cc1N/C(N)=N/c1nc(CSc2ccc(C)cc2)cc(=O)[nH]1
→ 0	119	13	2	0.1	-2	91	93	8
2: Cc1ccc(-c2ccc(SCC(=O)N3CCCc4ccccc43)nn2)cc1
→ 0	105	11	-3	-1.0	6	103	108	1
3: COc1ccc(CN(C)C(=O)CCN(c2ccccc2)S(=O)(=O)c2ccc(C)cc2)c(OC)c1
→ 0	115	-6	6	-3.4	1	96	103	5
4: O=C(O)c1ccccc1C(=O)Nc1ccc(S(=O)(=O)Nc2ccc(F)cc2)cc1
→ 3	107	2	6	3.2	8	106	100	5
5: N=c1c2c(-c3ccccc3)c(-c3ccccc3)n(Cc3ccco3)c2ncn1CCCn1ccnc1
→ 1	112	-394	8	0.6	3	93	97	-3
6: CCOC(=O)c1c(C)n(CCOc2ccccc2)c2ccc(O)cc12
→ 0	88	3	4	0.9	2	113	104	4
7: Cc1nc2ccc(Cl)cc2nc1C
→ 0	108	17	-2	-0.6	1	103	106	8
8: CN(CC(=O)Nc1c(Cl)cccc1Cl)C(=O)Cc1ccc(S(=O)(=O)N2CCOCC2)s1
→ 0	91	9	1	-0.5	0	101	101	5
9: O=C(CSc1nnc(-c2ccncc2)n1-c1ccccc1)Nc1ccc(C(=O)O)cc1
→ 0	85	-3	-6	0.9	-5	101	105	-6
10: C[C@H](NC(=O)[C@@H]1CSC2c3ccccc3C(=O)N21)C(=O)NCc1c(F)cccc1Cl (stereo not given in full)
→ 4	90	9	-3	-2.0	0	94	87	-1
11: CC(C(=O)OCC(=O)N1CCN(c2ccccc2)CC1)N1C(=O)c2ccccc2C1=O (stereo not given)
→ 3	95	10	1	nt	4	97	101	0
12: CCCCOC(=O)Nc1ccc(S(=O)(=O)Nc2onc(C)c2C)cc1
→ 1	92	-1	0	1.9	4	100	97	7
13: Cc1cc(CNC(=O)Cc2c(F)cccc2Cl)nn1C
→ 1	111	2	5	2.3	-1	102	104	6
14: Cc1cccn2c(=O)c(/C=C(\C#N)C(=O)NC3CCS(=O)(=O)C3)c(Oc3ccccc3Cl)nc12 (stereo not given)
→ 5	96	4	9	-6.7	13	?	?	1
15: O=C(O)[C@H]1CCCC[C@H]1C(=O)Nc1ccc(S(=O)(=O)N2CCOCC2)cc1
→ 2	105	4	0	0.3	2	103	107	-1

2 entries from above, with one line to a screen:
[13] Cc1cc(CNC(=O)Cc2c(F)cccc2Cl)nn1C
[14] Cc1cccn2c(=O)c(/C=C(\C#N)C(=O)NC3CCS(=O)(=O)C3)c(Oc3ccccc3Cl)nc12 (stereo not given)

| Screen / compound no. | 13 | 14 |
| --- | --- | --- |
| GRK2 inh | 1 | 5 |
| Yeast superoxide | 111 | 96 |
| VLA-4 inh | 2 | 4 |
| MCL1 BIM primary | 5 | 9 |
| MEX-5 binding | 2.3 | -6.7 |
| Bcl-xL primary | -1 | 13 |
| CIT2 TOR yeast | 102 | ? |
| AGP1-GFP MLPCN | 104 | ? |
| GLD-1 RNA inh | 6 | 1 |

Remaining list, next part:
Results follow in this order: GRK2 inh	Yeast superoxide	VLA-4 inh	MCL1 BIM primary	MEX-5 binding	Bcl-xL primary	CIT2 TOR yeast	AGP1-GFP MLPCN	GLD-1 RNA inh
16: CCN(CC)c1ccc(/C=N/N2CCN(Cc3cccc4ccccc34)CC2)c(O)c1
→ 0	95	5	-4	-1.7	4	80	88	-3
17: COc1ccc(-c2nc3cc([N+](=O)[O-])ccc3o2)cc1OC
→ 6	107	-6	0	-3.6	-1	101	101	3
18: O=C(COC(=O)c1ccc(F)cc1F)NC1CC1
→ 3	111	8	-17	-1.3	-20	105	101	-1
19: COC(=O)c1ccccc1OC(=O)c1ccc(Br)o1
→ 4	83	0	9	-2.3	10	103	104	-2
20: O=C(Nc1ccc2c(c1)C(=O)N(c1ccccc1)C2=O)c1cccs1
→ 0	108	50*	3	-0.4	0	100	98	8
21: COc1ccc(/C=C/C(=O)OCC(=O)N2CCCCCC2)cc1OC
→ 3	94	-12	nt	nt	nt	91	99	-6
22: C[C@H]1C=C(C(=O)O)O[C@@H](OCc2ccc(CO)cc2)C1
→ 5	95	-2	7	-0.5	4	94	84	4
23: CC(NC(=O)CSc1nc(=O)cc(N)n1-c1ccccc1)c1ccccc1 (stereo not given)
→ 2	96	-21	-5	2.3	-2	101	90	-1
24: COC(=O)c1cc(S(=O)(=O)NCC2CCN(Cc3ccc(Cl)cc3)CC2)c[nH]1
→ 0	110	-5	8	-0.2	10	96	99	-1
25: N/C(=N\NC(=O)c1sccc1OCc1ccc(Cl)cc1Cl)c1ccccn1
→ 0	84	10	14	-3.5	2	86	86	5

Gathered by group: the compounds so far containing four or more nitrogen atoms
Results follow in this order: GRK2 inh	Yeast superoxide	VLA-4 inh	MCL1 BIM primary	MEX-5 binding	Bcl-xL primary	CIT2 TOR yeast	AGP1-GFP MLPCN	GLD-1 RNA inh
1: COc1ccc(Cl)cc1N/C(N)=N/c1nc(CSc2ccc(C)cc2)cc(=O)[nH]1
→ 0	119	13	2	0.1	-2	91	93	8
5: N=c1c2c(-c3ccccc3)c(-c3ccccc3)n(Cc3ccco3)c2ncn1CCCn1ccnc1
→ 1	112	-394	8	0.6	3	93	97	-3
9: O=C(CSc1nnc(-c2ccncc2)n1-c1ccccc1)Nc1ccc(C(=O)O)cc1
→ 0	85	-3	-6	0.9	-5	101	105	-6
14: Cc1cccn2c(=O)c(/C=C(\C#N)C(=O)NC3CCS(=O)(=O)C3)c(Oc3ccccc3Cl)nc12 (stereo not given)
→ 5	96	4	9	-6.7	13	?	?	1
16: CCN(CC)c1ccc(/C=N/N2CCN(Cc3cccc4ccccc34)CC2)c(O)c1
→ 0	95	5	-4	-1.7	4	80	88	-3
23: CC(NC(=O)CSc1nc(=O)cc(N)n1-c1ccccc1)c1ccccc1 (stereo not given)
→ 2	96	-21	-5	2.3	-2	101	90	-1
25: N/C(=N\NC(=O)c1sccc1OCc1ccc(Cl)cc1Cl)c1ccccn1
→ 0	84	10	14	-3.5	2	86	86	5
